Screens as filed in PubChem.
SKN-1 inh: inhibitors of C. elegans SKN-1. C. elegans VP596 Pgst-4::GFP/RFP ratio, acrylamide-induced, 24 h. inhibition, % at 21.8 µM. 0.49% of 360,000 active. AID 624304;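 active means interference check ratio from 0.5 to 1.5 plus GFP to RFP signal ratio inhibition reaching or exceeding a fixed threshold, cut at about 30% in these data, passing the limit was not always enough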; further: some compounds called inactive have numbers as strong as hits
MsrA act: bovine methionine sulfoxide reductase A activation. AID 602163. activation, % at 10.6 µM. 0.3% of 360,000 active. purified bovine MsrA, absorbance read-out; in the data active means activation above about 7.5%;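 further: 0% = vehicle and 100% = reference activator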
Rin1 Abl inh: human Rin1-Abl interaction inhibition; P00519+Q13671; TR-FRET Rin1/Abl binding, biochemical; AID 588664; inhibition, % at 7.35 µM; 0.4% of 360,000 active; in the data active means inhibition above about 5%, passing the limit was not always enough
FAS-TE inh: FAS thioesterase (human) inhibition; AID 602261; 0.67% of 360,000 active; inhibition, % at 15 µM; recombinant FAS-TE, OMFH fluorogenic substrate, fluorescence endpoint; P49327;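 active means compounds whose normalised, plate-corrected inhibition of enzyme fluorescence in the single-dose primary screen is 50% or more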;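 further: 0% = DMSO with enzyme and 100% = substrate without enzyme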
NRP1-CendR mod: NRP-1/CendR interaction modulation; O14786; FAM-RPARPAR peptide binding to NRP-1, fluorescence polarization; inhibition, % at 25 µM; 0.85% of 360,000 active;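 active means inhibition or corrected inhibition above about 18%, plus a signal ratio from 0.5 to 1.5, limit read from the data, passing the limit was not always enough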; further: strong numbers were not always called active
Target sequence (O14786 whole entry, looked up): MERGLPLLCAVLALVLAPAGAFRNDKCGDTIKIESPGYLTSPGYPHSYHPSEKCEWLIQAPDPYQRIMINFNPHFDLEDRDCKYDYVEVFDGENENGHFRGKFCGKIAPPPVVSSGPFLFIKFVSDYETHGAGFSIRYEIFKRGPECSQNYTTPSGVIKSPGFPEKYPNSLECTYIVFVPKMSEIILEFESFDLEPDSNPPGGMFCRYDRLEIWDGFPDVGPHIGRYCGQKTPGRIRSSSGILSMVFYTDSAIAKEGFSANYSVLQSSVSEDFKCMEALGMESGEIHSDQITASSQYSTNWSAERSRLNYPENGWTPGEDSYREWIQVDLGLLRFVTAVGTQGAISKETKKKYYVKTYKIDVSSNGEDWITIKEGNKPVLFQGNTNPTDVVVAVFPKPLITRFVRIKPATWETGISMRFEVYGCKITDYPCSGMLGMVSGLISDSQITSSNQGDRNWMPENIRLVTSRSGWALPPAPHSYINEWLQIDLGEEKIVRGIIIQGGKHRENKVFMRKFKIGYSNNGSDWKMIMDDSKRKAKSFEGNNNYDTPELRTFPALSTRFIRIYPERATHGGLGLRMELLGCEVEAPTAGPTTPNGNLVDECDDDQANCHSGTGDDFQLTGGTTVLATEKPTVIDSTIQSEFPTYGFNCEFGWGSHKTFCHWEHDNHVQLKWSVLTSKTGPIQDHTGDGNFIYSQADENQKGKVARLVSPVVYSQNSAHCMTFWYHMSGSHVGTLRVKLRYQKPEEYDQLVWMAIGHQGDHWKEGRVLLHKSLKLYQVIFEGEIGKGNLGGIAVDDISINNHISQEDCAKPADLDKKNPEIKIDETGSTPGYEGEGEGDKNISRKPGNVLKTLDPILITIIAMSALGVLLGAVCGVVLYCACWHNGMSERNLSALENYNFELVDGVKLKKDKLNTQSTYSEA
Neddyl block: inhibitors of human cullin neddylation | TR-FRET cullin neddylation, biochemical | 0.58% of 360,000 active | calls only at 25 µM | P61081+Q13564 | AID 651699; in the data active means inhibition above about 36%
MT1-MMP act inh: inhibitors of human MT1-MMP activation | P50281 | HT1080 RFP-PRO-GFP cells, GFP/RFP ratio fluorescence, overnight; percent of plate control window, DMSO zero | GFP/RFP ratio change, % at 20 µM | 0.061% of 360,000 active | AID 651647;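 active means GFP/RFP ratio change of at least 30% with cell ATP level not reduced by more than half and red fluorescence within 50% of control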; further: strong numbers were not always called active
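Assay system: RFP-PRO-GFP reporter HT1080 cells; read-out basis: GFP/RFP fluorescence ratio; benchmarks: DMSO wells and RFP-L50D-GFP cells; doses: 20 µM single dose, 1% DMSO; schedule: overnight cell settling, then overnight compound exposure, 37 °C, 5% CO2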
MsrA inhibitor: bovine MsrA inhibition; 0.75% of 360,000 active; AID 651718; purified bovine MsrA, absorbance read-out; inhibition, % at 15.5 µM; in the data active means inhibition above about 4.5%;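 further: 0% = vehicle wells with enzyme and 100% = reference inhibitor wells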
E coli Lon inh: inhibits E. coli Lon protease | P0A9M0 | purified E. coli Lon protease, fluorescence polarization | inhibition, % at 7.94 µM | 0.42% of 360,000 active; in the data active means inhibition above about 13%, passing the limit was not always enough;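 further: 0% = enzyme with probe and DMSO and 100% = no enzyme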
The depositor's hits bear a star; i = inactive; x = no result given.

Every second line gives: SKN-1 inh, MsrA act, Rin1 Abl inh, FAS-TE inh, NRP1-CendR mod, Neddyl block, MT1-MMP act inh, MsrA inhibitor, E coli Lon inh
O=C(CN1CCc2ccccc2C1)Nc1cc(S(=O)(=O)N2CCOCC2)ccc1N1CCCC1
 : 12, -2, 1, 2, -5, i, -4, 0.3, -11
COC(=O)c1c[nH]c(=S)n1Cc1ccccc1
 : 5, -1, 0, -8, -4, i, 2, -0.9, -2
O=[N+]([O-])c1cc(-c2cnc3ccccc3n2)ccc1Cl
 : -10, -7, 3, 6, -10, i, -2, 0.3, -11
COC(=O)C1(c2ccccc2)NC(c2ccc(O)cc2)C2C(=O)N(c3ccc4c(c3)OCO4)C(=O)C21 (configuration not stated)
 : 2, 0, 0, -4, -3, i, 1, 0.2, -4
COc1ccc(/C=C/C(=O)OCC(=O)N2CCN(S(=O)(=O)c3ccc(C)cc3C)CC2)cc1OC
 : -1, -3, -2, 15, 1, i, -3, 0.0, 0
COc1ccc(OC)c(C(=O)NC(CC(N)=O)c2ccc(NCCN3CCOCC3)c([N+](=O)[O-])c2)c1 (configuration not stated)
 : 14, -1, -5, -12, 20, i, 7, -0.4, -8
CC(=O)c1sc(NC(=O)C2COc3ccccc3O2)nc1C (configuration not stated)
 : 3, -10, -43, -6, -7, i, 1, 3.2, -6
CCc1ccc(S(=O)(=O)Nc2cccc(C3OCCCO3)c2)cc1
 : 5, -3, 6, 2, 8, i, 2, -1.5, -6
COc1ccc(-c2noc(CCC(=O)NC3CCCCC3)n2)cc1OC
 : -16, -13, 6, -7, -1, i, 1, 0.4, 0
COc1ccc(OC)c(C2C(C(=O)O)c3ccccc3C(=O)N2C)c1 (configuration not stated)
 : -15, -1, 2, -4, 0, i, 3, 1.4, -3
COc1ccccc1NC(=O)COC(=O)C1CCN(/C=C/C(=O)C(F)(F)F)CC1
 : 8, -1, 0, -5, 4, i, 0, 4.0, -20
Cc1ccccc1C(=O)Nc1ccc(N(C)C)c2ccccc12
 : 16, -3, 3, -3, -1, i, -3, 0.6, -3
Cc1cccc(NC(=O)C2=C(O)c3ccccc3N(C)S2(=O)=O)c1
 : -21, -8, 6, -6, -6, i, 8, 1.6, 15
Cc1ccc(S(=O)(=O)Nc2ccccc2O)cc1
 : -7, x, x, x, -10, i, -3, 0.6, x
Cc1ccc(Cl)c2c1NC(=O)C2=O
 : 7, -1, -7, -6, 10, i, -8, -0.6, -5
Cc1cccc2c1ncc1c(=O)n(-c3ccccc3)[nH]c12
 : 14, -1, -2, -4, 8, i, 4, 0.6, -1
NS(=O)(=O)c1ccc(NC(=S)N2CCN(Cc3ccc4c(c3)OCO4)CC2)cc1
 : 4, -7, 2, -9, 21, i, -1, -0.6, 5
Cc1ccsc1C(=O)N(C)CC(=O)N(CC(C)C)c1c(N)n(CC(C)C)c(=O)[nH]c1=O
 : 13, 0, -3, -5, 8, i, 1, 1.6, -9
Cc1ccc(C(=O)Cn2cncn2)cc1
 : -9, -6, -2, -4, 9, i, -1, -0.3, 6
O=C(NC1CCCc2ccccc21)C1CCN(S(=O)(=O)c2cccc3nonc23)CC1 (configuration not stated)
 : -6, -3, -3, -7, -12, i, -5, 0.4, 9
CCc1ccc(-c2nc(CS(=O)CC(=O)NC3CCCCCC3)c(C)o2)cc1 (configuration not stated)
 : 30, 0, -4, -3, 9, i, -4, -0.8, -5
CCCNC(=O)c1cc(C2CCCN(C(=O)c3ccccc3)C2)on1 (configuration not stated)
 : -9, -2, 1, -4, 4, i, -1, 0.7, 1
O=C(Cn1cc(S(=O)(=O)Cc2ccccc2)c2ccccc21)Nc1ccccc1
 : 6, -9, 2, 7, -2, i, 2, x, -2
C[C@H](CO)N1C[C@H](C)[C@H](CN(C)C(=O)Nc2cccc(Oc3ccccn3)c2)OCc2cnnn2CCCC1=O
 : 0, 1, -1, -5, -3, i, -1, -0.8, -2
Nc1[nH]c(C(=O)c2ccccc2)c(-c2ccc(Cl)c(F)c2)c1C(=O)NCCc1c[nH]c2ccccc12
 : 17, -4, x, 36, -13, i, 5, 1.0, -7
C/C(CC(=O)Nc1ccc(N(C)C)cc1)=N\NC(=O)c1ccccc1Cl
 : 26, 0, 1, -6, -3, i, x, 0.2, -2
COc1ccc(S(=O)(=O)NCCCN2CCOCC2)cc1F
 : 15, -8, 3, -7, -1, i, 1, 0.7, 3
Cc1ccc(OCc2cc(C(=O)N3CCC(C(O)C(C)C)CC3)no2)cc1C (configuration not stated)
 : -1, -2, 0, 2, 4, i, 5, 0.7, -2
CCN(CC)S(=O)(=O)c1ccc(C(=O)OCC(=O)N2CCOCC2)cc1
 : 1, -1, -1, -7, 9, i, 1, 1.7, -2
CCSc1nsc(NC(=O)Nc2ccccc2Cl)n1
 : -2, -4, 1, 3, 2, i, -2, -1.1, -1
COc1ccc(S(=O)(=O)N2CCC(NC(=O)Nc3ccc(C)cc3)CC2)cc1
 : -1, -4, -2, 2, 0, i, 6, 0.4, 5
CCN(CC)Cc1ccccn1
 : 2, 2, -3, -8, -8, i, 1, -1.5, 2
CCCCN(CC)Cc1ccc(CNC(=O)Nc2ccccc2)o1
 : 11, -6, 2, -1, -6, i, -4, -0.3, -4
CCCCN(CCCC)C(=O)c1cn(CC)c2cc(N3CCN(C)CC3)c(F)cc2c1=O
 : -6, -1, 3, 0, 3, x, -5, 1.8, -7
Cc1cc(NCCCn2ccnc2)n2nc(-c3ccc(Cl)cc3)cc2n1
 : -6, -1, 1, -4, -4, i, 1, 0.1, -1
Cc1cc(C)n2c(NCc3ccccc3)c(CCc3ccccc3)nc2n1
 : 17, -1, x, 2, -7, i, -2, 0.5, -8
CCOc1cc(C(C(=O)NCC2CCCO2)N(C(=O)Cn2nnc3ccccc32)c2ccc(NC(C)=O)cc2)ccc1O (configuration not stated)
 : -7, -1, 0, -7, -2, i, 3, 0.1, 0
C/C(=N\OCc1ccccc1C#N)c1cc2ccccc2o1
 : -1, -4, 0, -7, -1, i, 1, 0.1, 2
Cc1ncc([N+](=O)[O-])n1CCOC(=O)c1cc(Cl)cc(Cl)c1N
 : 3, -4, 2, 13, -7, i, 0, 1.7, -4
Cc1ccc(CCNC(=O)C2CCCN(c3ncnc4c3nc3n4CCCCC3)C2)cc1 (configuration not stated)
 : 12, -3, -4, 7, 4, i, -3, 0.1, 2
Cc1ccc(C(=O)Nc2ccccc2C(=O)NCc2ccco2)cc1
 : 3, 2, 3, 10, -12, i, -1, 0.0, -8
C#Cc1cccc(NC(=O)c2ccc(Cl)cc2Cl)c1
 : 14, -2, -1, 13, -17, i, -1, 0.7, -5
CCOC(=O)c1c(NS(=O)(=O)c2cccc(OC)c2)sc2c1CCC2
 : 5, -1, -4, 4, 3, i, 3, -0.3, -9
Cc1ccc(S(=O)(=O)N2CCOCC2)cc1C(=O)N1CCN(S(=O)(=O)c2cccc(F)c2)CC1
 : -1, -1, 1, -6, 8, i, -1, 0.7, 5
CCOC(=O)Cc1csc(NC(=O)CCC(=O)O)n1
 : 17, -2, -1, -6, 6, i, -1, -0.7, -4
CC(=O)Cn1ncc(N2CCOCC2)c(Cl)c1=O
 : -8, -12, 1, 3, 13, i, 2, 2.1, 15
CCCNC(=O)Cn1c(=O)/c(=C\c2ccc(-c3ccc([N+](=O)[O-])cc3)o2)s/c1=C\C(=O)C(C)(C)C
 : 19, -1, -4, -190, 135, i, -165, x, -320
COc1ccc(CCNC(=O)c2nn(C)c3c2CS(=O)(=O)c2ccccc2-3)c(OC)c1
 : 16, -1, -2, 11, -3, i, 7, -0.7, 2
Cc1cccc(CN2CCSCC2)c1
 : 4, -3, 1, -3, -11, i, -4, -0.3, -3
O=C(O)CCC1(C(=O)O)OCCc2ccccc21 (configuration not stated)
 : -1, -1, -2, -4, 5, i, -2, -0.6, 17*
CCCN1C(=O)/C(=C/c2cc(C)n(C)c2C)SC1=Nc1ccc(OCC)cc1
 : 5, -1, -2, 14, -8, i, 0, -0.8, -8
Cc1cccc(OC(C)C(=O)Nc2cc(S(=O)(=O)N3CCCCC3)ccc2C)c1 (configuration not stated)
 : 15, -2, 1, 10, 3, i, 7, -0.5, -7
O=C(CN1CCC(NC(=O)c2ccc(Br)cc2)CC1)NCc1cccs1
 : -6, -2, -3, -3, 3, i, 2, -1.1, 5
CCc1noc(C)c1C(=O)OCC(=O)Nc1ccccc1SC
 : 2, -2, -1, -2, -3, i, 2, 0.1, -9
CCOc1ccc(C(=O)N2CCN(c3cnn(-c4ccccc4)c(=O)c3Cl)CC2)cc1
 : 6, -4, -2, -5, 0, i, 5, 0.0, 7
CCN(CC)c1nc(-c2ccc(C(=O)NN)cc2)nc(-c2ccc(C(=O)NN)cc2)n1
 : 4, -7, 0, -3, 9, i, 4, 0.6, -3
O=C(Nc1cc(S(=O)(=O)Nc2ccccc2Cl)ccc1O)c1cc2c(s1)CCCC2
 : 3, -3, -3, -5, -4, i, 3, 0.7, 0
COc1cccc(/C=N/n2c(C)nc3ccccc32)c1OC
 : 11, 1, 5, 1, -6, i, 6, 0.3, 3
CC1=C(C(=O)Nc2ccccn2)C(c2ccccc2)n2ncnc2N1 (configuration not stated)
 : 0, 1, 0, -3, -1, i, -4, -0.3, -9
COc1ccc(-c2noc(-c3ccc(Br)o3)n2)cc1
 : 7, -5, 0, 2, -14, i, -5, 1.0, -7

By substructure, those above containing bromine (2)
Every second line gives: SKN-1 inh, MsrA act, Rin1 Abl inh, FAS-TE inh, NRP1-CendR mod, Neddyl block, MT1-MMP act inh, MsrA inhibitor, E coli Lon inh
O=C(CN1CCC(NC(=O)c2ccc(Br)cc2)CC1)NCc1cccs1
 : -6, -2, -3, -3, 3, i, 2, -1.1, 5
COc1ccc(-c2noc(-c3ccc(Br)o3)n2)cc1
 : 7, -5, 0, 2, -14, i, -5, 1.0, -7

The list continues:
Every second line gives: SKN-1 inh, MsrA act, Rin1 Abl inh, FAS-TE inh, NRP1-CendR mod, Neddyl block, MT1-MMP act inh, MsrA inhibitor, E coli Lon inh
Cc1ccc(NC2SC(=O)N(Cc3cccc(C(=O)O)c3)C2=O)c(C)c1 (configuration not stated)
 : -2, -2, 2, -3, 8, i, 4, 1.9, 9
O=C1C=C(c2ccc(C(=O)O)cc2)C[C@@H](c2ccc(Cl)cc2)C1
 : -1, -4, 2, 1, 12, i, 1, 0.3, 1
Cc1ccc(C(=O)CCC(=O)N2CCN(C/C=C/c3ccccc3)CC2)cc1
 : 18, -2, 3, -1, -32, i, -1, 0.7, -19
COCCN1CC(C(=O)N2CCC(Oc3ccccc3OC)CC2)CCC1=O (configuration not stated)
 : 16, 0, 5, -6, 15, i, -1, -0.7, -7
O=C(C[C@@H]1C[C@H]2c3cc(NC(=O)Nc4ccccc4F)ccc3O[C@H]2[C@H](CO)O1)NCC(F)(F)F
 : 6, -3, 0, -7, -3, i, 2, -0.4, -3
CSc1nnc(-c2sccc2OCc2ccccc2)n1C
 : 3, -11, 0, -10, 5, i, 1, 0.8, -5
CC1=C(C(=O)N(C)C)CC(CC(=O)NCCCN(C)C)C(=O)N1Cc1ccccc1 (configuration not stated)
 : 0, 0, 1, -10, -12, i, -1, -0.5, 0
CC(Sc1c[nH]c2ccccc12)C(=O)O (configuration not stated)
 : -1, -1, 3, -3, 6, i, -3, 0.9, -12
O=C(/C=C/c1cccs1)Nc1cccc(NC(=O)/C=C/c2cccs2)n1
 : 4, -11, 5, 19, -33, i, -31, 7.4*, -12
COCCNC(=O)c1cc(-c2ccccc2C)nn1CC1CC(c2cccnc2)=NO1 (configuration not stated)
 : 2, -8, 3, -10, 11, i, 3, -0.3, 2
O=C(CN1C(=O)COc2ccccc21)N1CCCc2ccccc21
 : -1, -1, 1, 0, 10, i, -2, x, -4
COC(=O)c1ccc(CON2C(=O)c3ccccc3C2=O)cc1
 : -32, -15, -4, -2, 10, i, 5, -0.2, -2
O=C(CN1C(=O)c2ccc([N+](=O)[O-])cc2C1=O)NC1CCS(=O)(=O)C1 (configuration not stated)
 : 0, -5, 2, -6, -6, i, 5, -0.7, -4
Oc1ccccc1-c1nc(NC2CCCC2)c2ccccc2n1
 : 29, -3, -1, 39, 2, i, -9, 0.3, -7
